# OX1R antag-1: blocks the human orexin 1 receptor; inhibition, % at 6.6 µM; OX1R-expressing cells, FRET antagonist read-out; AID 485270; hit rate 1.8% among 330,000; O43613; in the data active means inhibition mostly above about 38%, no sharp cut-off; inactive means mostly below about 40%;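 further: 0% = agonist challenge alone and 100% = reference antagonist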
# Target sequence (O43613 whole entry, looked up): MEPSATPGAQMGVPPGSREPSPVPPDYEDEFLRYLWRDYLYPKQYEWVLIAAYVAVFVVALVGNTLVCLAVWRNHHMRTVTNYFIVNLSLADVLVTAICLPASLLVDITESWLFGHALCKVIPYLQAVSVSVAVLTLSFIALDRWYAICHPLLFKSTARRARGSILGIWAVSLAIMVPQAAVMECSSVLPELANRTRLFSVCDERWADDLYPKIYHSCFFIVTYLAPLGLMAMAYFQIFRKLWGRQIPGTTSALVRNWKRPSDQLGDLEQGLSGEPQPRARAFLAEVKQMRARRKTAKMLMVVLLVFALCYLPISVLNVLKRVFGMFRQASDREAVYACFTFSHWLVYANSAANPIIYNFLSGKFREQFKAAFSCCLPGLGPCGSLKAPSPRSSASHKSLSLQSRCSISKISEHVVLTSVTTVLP
# OX1R antag-2: antagonists of human orexin 1 receptor | O43613 | AID 434989 | hit rate 0.43% among 330,000 | inhibition, % at 5 µM | CHO/OX1R cells, Fluo-8 calcium fluorescence, orexin A;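 active means inhibition above its plate's threshold, mean inhibition of all tested compounds on the plate plus 3 SD, cut at about 37% in these data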;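 further: 0% = orexin A challenge wells and 100% = SB-334867-A antagonist wells; not every result past the cut was called active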
# Active calls of the source: *.
SMILES,OX1R antag-1,OX1R antag-2
Cc1ccc(S(=O)(=O)N2CCCCC2)cc1NC(=O)COc1ccccc1F,21.0,-19.0
CCCNc1nc(C)nc2c1cnn2CCc1ccccc1,15.1,-5.8
Cc1cccc(C2c3[nH]c4ccccc4c3CCN2Cc2ccc(C)s2)n1 (centres undefined),14.4,-42.3
O=C1c2ccccc2-c2nnc(-c3ccc(F)cc3)cc21,7.7,12.2
Cc1onc(-c2c(Cl)cccc2Cl)c1C(=O)N1CCN(Cc2ccccc2)CC1,27.8,-21.9
Cc1cc(C)cc(Oc2ccccc2/C=C\C(=O)O)c1,18.5,-6.2
N#Cc1ccccc1S(=O)(=O)N1CCC(C(=O)NCc2ccccc2CN2CCCC2)CC1,3.9,-25.9
O=C(NCCCN1CCN(CCCNC(=O)c2ccccc2F)CC1)c1ccccc1F,8.6,-8.8
CC(C)Cc1nnc(NC(=O)CCC(=O)N2CCC(C)CC2)s1,-1.8,-12.6
c1ccc(-c2cnc(-c3ccccc3)nn2)cc1,25.6,10.1
CCCc1nc2oc3c(NCC(C)O)ncnc3c2c2c1CCCC2 (centres undefined),35.8,-14.6
COCC(C)n1c(SCC(=O)c2cc(C)n(C)c2C)nc2ccccc2c1=O (centres undefined),4.8,-33.7
CC1(c2cccs2)CC(c2cccs2)=C(C#N)C(=O)N1 (centres undefined),25.6,-20.3
CC1(C)Cc2c(c(N3CCOCC3)nc3sc(-c4ccc(C(=O)O)o4)c(N)c23)CO1,33.3,-22.3
Cc1cccc(NC(=S)NCCc2ccccc2)c1C,8.8,-26.7
O=C1CC(N2CCN(S(=O)(=O)c3ccccc3F)CC2)C(=O)N1c1ccccc1Cl (centres undefined),1.7,5.4
CCCc1cc(C(=O)N2CCCC(Cc3ccccc3C)(C(=O)OCC)C2)no1 (centres undefined),13.0,-16.0
CCCNC(=O)Cc1c(C)n(C(=O)c2ccc(Cl)cc2)c2ccc(OC)cc12,11.1,-18.2
Cn1c2ccccc2c2cc(/C=N/NC(=O)c3ccc(N)cc3)ccc21,88.4*,23.2
O=C(Cc1cccs1)NC(c1ccccc1)c1ccccc1,10.4,-32.4

# Single records, from the list above. Order of values: OX1R antag-1	OX1R antag-2
# Record of CC1(C)Cc2c(c(N3CCOCC3)nc3sc(-c4ccc(C(=O)O)o4)c(N)c23)CO1 : 33.3	-22.3
# Record of CCCNC(=O)Cc1c(C)n(C(=O)c2ccc(Cl)cc2)c2ccc(OC)cc12 : 11.1	-18.2

# (next part)
SMILES,OX1R antag-1,OX1R antag-2
COc1ccccc1NC(=O)c1c(Nc2ccccc2F)sc(C(=O)Nc2cccc(Cl)c2)c1N,15.5,36.9
COc1ccc(C(=O)C[n+]2cccc(Br)c2)cc1,5.3,-15.9
CCC(C)C1NC(=S)N(Cc2ccccc2)C1=O (centres undefined),47.3,17.9
Cc1noc(C)c1C(=O)OCC(=O)c1c(N)n(CC(C)C)c(=O)n(C)c1=O,17.8,-3.8
COc1ccc2c(c1)NC(C)(C)C=C2C,35.5,-18.6
Cc1cc(Cl)ccc1NC(=S)N1CCN(C(=O)C2CCCO2)CC1 (centres undefined),3.8,0.7
COC(=O)C(C)(C)ONC(=O)Nc1ccc([N+](=O)[O-])cc1,29.4,-10.0
Cn1c(SCC(=O)NCCc2ccccc2)ncc(C(=O)Nc2ccc(F)cc2)c1=O,9.0,9.9
CN(CCc1ccccn1)C(=O)Nc1cccc(Cl)c1,18.9,-3.5
CCOC(=O)C1=C(c2ccccc2)NC(=O)NC1c1cc(OC)c(OC)c(OC)c1 (centres undefined),0.0,15.0
Cc1cc(=S)cc(C)n1CCO,3.1,-3.5
NC(=O)c1sc2nccc(Nc3ccccc3)c2c1N,13.1,-20.1
COCc1cc(C)nc(SCC[N+](C)(C)CC(=O)Nc2ccccc2)c1C#N,12.9,-0.9
CC(Oc1ccccc1)C(=O)N1CCC2(CC1)CC(=O)c1ccccc1O2 (centres undefined),25.8,-15.2
Cc1nn(C)c(C)c1CCC(=O)N1CCCC(N2CCN(c3ccc(F)cc3)CC2)C1 (centres undefined),28.3,-12.2
O=C(Cn1cc2c(n1)CCCC2)NCC1CCCO1 (centres undefined),5.9,-4.2
CCn1cnc2sc(C(=O)N3CCN(Cc4ccc5c(c4)OCO5)CC3)c(C)c2c1=O,32.4,-15.9
O=C(NCCCN1CCOCC1)c1ccc(CSc2ccc(Cl)cc2)cc1,14.8,-9.0
Cc1ccc(N(C(=O)c2ccc(S(=O)(=O)N3CCOCC3)cc2)C2C=CS(=O)(=O)C2)cc1 (centres undefined),9.3,2.3
CCCCCn1c(N)c(-c2nc3ccccc3s2)c2c([N+](=O)[O-])nn(C)c(=O)c21,0.0,-15.4

# Reprinted from the part before: 6 compounds; new compounds follow.
SMILES,OX1R antag-1,OX1R antag-2
Cc1nn(C)c(C)c1CCC(=O)N1CCCC(N2CCN(c3ccc(F)cc3)CC2)C1 (centres undefined),28.3,-12.2
O=C(Cn1cc2c(n1)CCCC2)NCC1CCCO1 (centres undefined),5.9,-4.2
CCn1cnc2sc(C(=O)N3CCN(Cc4ccc5c(c4)OCO5)CC3)c(C)c2c1=O,32.4,-15.9
O=C(NCCCN1CCOCC1)c1ccc(CSc2ccc(Cl)cc2)cc1,14.8,-9.0
Cc1ccc(N(C(=O)c2ccc(S(=O)(=O)N3CCOCC3)cc2)C2C=CS(=O)(=O)C2)cc1 (centres undefined),9.3,2.3
CCCCCn1c(N)c(-c2nc3ccccc3s2)c2c([N+](=O)[O-])nn(C)c(=O)c21,0.0,-15.4
Cc1cccc(C(=O)Nc2cc(NC(=O)c3cccs3)ccc2C)c1,15.0,-20.9
O=C(O)CCS(=O)(=O)Cc1cccc(Cl)c1,5.6,-3.6
O=C(NNC(=O)C1CCCC1)c1ccc(F)cc1,7.9,10.6
C1=CCC(CN2CCN(C3CCCCCC3)CC2)CC1 (centres undefined),15.8,14.0
CCOC(=O)C1=C(C)N=C2SC(C)C(=O)N2C1c1ccccc1 (centres undefined),16.9,-24.1
CC(C)OC(=O)c1nnn(-c2nonc2N)c1CSc1ccccn1,11.2,-11.8
O=C(Nc1cccc(S(=O)(=O)N2CCCCCC2)c1)c1ccc2c(c1)OCO2,10.5,-12.7
Cc1cccc(-c2nn(-c3ccccc3)cc2C(=O)Nc2cccc(S(=O)(=O)NC3=NCCC3)c2)c1,14.7,-17.6
COc1cccc(-n2cnnc2SC(C)C(=O)NC2CCCC2)c1 (centres undefined),-1.9,-18.1
CC(=O)c1ccc(N2CCN(C(=O)c3cn(Cc4ccccc4)nc3-c3cccnc3)CC2)c(F)c1,12.6,-13.6
COc1ccc(-c2cccc(-c3cc(=O)oc4cc5c(cc34)OCO5)c2)cc1,10.6,24.9
CCCc1nnc(SCC(=O)NC2CC2)n1C,12.1,-8.5
Cc1ccc(CNc2cnccn2)s1,3.5,-3.9
CCCCN(C(=O)c1ccc(OC)c([N+](=O)[O-])c1)c1c(N)n(CCC)c(=O)[nH]c1=O,22.1,-6.2
COc1ccc(C(=O)NCC(=O)NCC2(N(C)C)CCCCC2)cc1OC,7.7,12.9
CCOC(=O)CN1C(=O)N[C@@H](c2cccc(C(F)(F)F)c2)C(C(=O)OC)=C1C,20.8,-4.0
CCOC(=O)Cc1csc(CC(N)=O)n1,2.4,-14.9
C/C=C/C(=O)NCCc1ccc(OC)c(OC)c1,18.0,-12.9
CNC(=S)N1N=C(c2ccc(C)cc2)CC1c1ccc(OC)c(OC)c1 (centres undefined),25.6,-35.9
O=C(CNc1ccc2ccccc2c1)N/N=C/c1ccc([N+](=O)[O-])o1,46.1*,23.6
O=C(CCc1nc(-c2ccccc2)no1)Nc1cccc(C(=O)NC2CC2)c1,2.1,-27.7
CSCCC(NC(=O)c1c(C)oc2c1CCCC2)C(=O)O (centres undefined),20.0,-22.5
COc1ccc(-c2nnc(SCC(=O)N/N=C/c3ccccc3C(=O)O)n2-c2ccccc2)cc1,9.2,-28.3
COc1ccc(/C=N/NC(=O)c2ccc(Cl)cc2)cc1COC(C)=O,23.8,-14.6
Cc1cc(C(=O)CSc2n[nH]c(N)n2)c(C)n1-c1cccc(F)c1,-0.8,-10.3
COc1ccc(N(CC(=O)NC2CC3CCC2C3)S(=O)(=O)c2ccc(C)cc2)cc1OC (centres undefined),15.5,-25.5
Clc1ccc(-c2noc(/C=C/c3ccccc3)n2)cc1,12.3,-6.7
CCOCCCNC(=O)C(NC(=O)c1ccc(NC(C)=O)cc1)c1ccccc1 (centres undefined),23.8,-4.3
O=C(NCc1n[nH]c(=S)n1-c1ccc(Cl)c(Cl)c1)c1ccco1,-7.3,-6.5
O=C(Nc1ccc(Cl)cc1)N1CCN(c2ccc3nnc(-c4ccc(F)cc4)n3n2)CC1,12.9,-11.9

# Four entries picked at random from the list so far:
SMILES,OX1R antag-1,OX1R antag-2
O=C(Cn1cc2c(n1)CCCC2)NCC1CCCO1 (centres undefined),5.9,-4.2
COc1ccc(C(=O)NCC(=O)NCC2(N(C)C)CCCCC2)cc1OC,7.7,12.9
COc1ccc2c(c1)NC(C)(C)C=C2C,35.5,-18.6
CCCNC(=O)Cc1c(C)n(C(=O)c2ccc(Cl)cc2)c2ccc(OC)cc12,11.1,-18.2

# (more compounds)
SMILES,OX1R antag-1,OX1R antag-2
Cc1[nH]c(=O)[nH]c(=O)c1S(=O)(=O)N1CCCc2ccccc21,4.1,-3.7
c1ccc(CCCc2nc(-c3cccnc3)no2)cc1,9.1,3.6
CC1=C(C#N)CCC(=O)N1Cc1c(F)cccc1Cl,16.0,2.2
O=C(Nc1ccc(Cl)c(S(=O)(=O)N2CCOCC2)c1)c1ccncc1,2.6,-15.0
CC(=O)Nc1ccc(S(=O)(=O)N2CCN(C(=O)N3CCOCC3)CC2)cc1,7.6,-3.2
O=C(N/N=C\c1ccc(Cl)cc1Cl)c1sccc1-n1cccc1,29.0,-26.6
CNS(=O)(=O)c1cc(NC(=O)c2cccc3cccnc23)ccc1C,37.2,-16.2
COc1ccc(-c2c(=O)n(OC)c3ccccc3[n+]2[O-])cc1OC,44.3*,-16.7
NNC(=O)c1ccccc1OCCOc1ccccc1,3.6,-38.1
C#CCOc1ccc2c3c(c(=O)oc2c1)CCCC3,-2.4,-20.1
Cc1ccc(CC(=O)NCCCn2ccnc2)cc1,17.0,-11.8
C#CCOCCOCCOCCNc1nc(N2CCN(C(=O)CCCCCCCCCCNC(=O)[C@H](CO)n3cc(CCCSC)nn3)CC2)nc(N2CCN(C(=O)CCCCCCCCCCNC(=O)[C@H](CO)n3cc(CCCSC)nn3)CC2)n1,-4.4,28.1
COc1cc(NC(=O)C2C3CCC(O3)C2C(=O)O)cc(OC)c1 (centres undefined),5.4,-15.4
Cc1nc(CC(=O)Nc2nc(-c3ccccc3)cs2)cs1,11.6,-16.7
Cc1ccc(OCCCC(=O)Nc2nccs2)cc1,19.9,-12.1
CCOC(=O)[C@H]1[C@H]2COc3ccccc3[C@@H]2N2C(=O)c3cc(F)c(F)cc3NC(=O)[C@@]12C,6.7,-58.5
Cc1ccc(CN2CC(C(=O)OCc3ccccc3Cl)CC2=O)cc1 (centres undefined),10.3,-12.8
O=C(CN(Cc1ccccc1)S(=O)(=O)c1ccc(F)cc1)NCCC1=CCCCC1,15.7,-24.6
O=C(CCC(=O)Nc1nnc(C2CCCCC2)s1)Nc1ccccc1,3.3,-25.3
S=C(N/N=C/c1ccc(Cl)c(Cl)c1)Nc1ccccc1Cl,12.4,-19.9
O=C(O)c1ccc(C(=O)C(=O)c2ccccc2)cc1,15.4,-3.0
O=C(CSc1ccc2nnc(-c3cccnc3)n2n1)N1CCOCC1,12.4,-3.6
Cc1nc2cc(NC(=O)N3CCN(c4ccccn4)CC3)ccc2o1,21.4,-14.8
C=CCn1c(SCc2nc3ccccc3c(=O)[nH]2)nc2ccccc2c1=O,26.1,-38.0
COCCNC(=O)CSc1nc2ccccc2c2nc(C)nn12,5.2,0.1
Cc1cccc(N(CC(=O)Nc2ccccc2F)S(C)(=O)=O)c1,12.6,-2.5
O=C1N[C@@H](Cc2ccccc2)C(=O)N2[C@H]1C[C@]1(Br)c3ccccc3N(S(=O)(=O)c3ccccc3)[C@H]21,28.0,-18.6
Cc1ccc(NC(=O)c2ccco2)c(NC(=O)Cc2cccs2)c1,14.7,-18.5
Fc1ccc(NC(=S)NC2CCN(Cc3ccccc3)CC2)cc1,14.5,-13.2
CC(=O)Nc1ccc(NC(=O)CN(c2ccc(C(C)C)cc2)S(=O)(=O)c2ccccc2)cc1,12.2,-12.4
Cc1ccc(C(=O)c2ccc(N3CCN(C)CC3)c([N+](=O)[O-])c2)cc1,26.8,-23.7
O=C(Nc1cc2c3c(c1)CC(=O)N3CCC2)c1ccccc1Br,26.8,-13.2
Cc1ccc(NS(=O)(=O)c2cc([N+](=O)[O-])ccc2N/N=C/c2sc(N3CCOCC3)nc2-c2ccccc2)c(C)c1,8.6,0.8
COc1ccc(Cl)cc1S(=O)(=O)NCCCn1ccnc1,8.2,-12.0
Cn1c(SC2CCCCC2=O)nnc1-c1ccncc1 (centres undefined),14.2,-10.4
C/C(=N\NC(=O)C1(C)CC1(Br)Br)c1ccc(C)cc1C (centres undefined),9.6,-1.5
O=C(Nc1cccc(S(=O)(=O)N2CCCC2)c1)c1ccc2c(c1)OCO2,8.8,-10.0
COc1ccc(N2CCCCn3c2nc2c3c(=O)n(C)c(=O)n2C)cc1,14.5,1.4
CCn1c(O)c(C=Nc2ccccc2)sc1=O,12.9,-15.4
CCc1ccc(NC(=O)CCCN2C(=S)NC(C)(C)CC2C)cc1 (centres undefined),1.0,-17.3
COc1ccc(S(=O)(=O)N(CC(=O)NCCSc2ccccn2)c2ccccc2)cc1,18.3,-21.4
Cc1ccc(S(=O)(=O)NCC2CCC(C(=O)O)CC2)cc1 (centres undefined),7.4,-10.3
CO/N=C(\C)c1ncc(C(F)(F)F)cc1N1CCOCC1,17.3,3.3
COc1ccccc1Nc1nc(N)nc(CSC(=S)N2CCCCC2C)n1 (centres undefined),62.8,16.3

# Bioassay records deposited in PubChem BioAssay by The Scripps Research Institute Molecular Screening Center.
